Giardia killer: Small Molecules that selectively kill Giardia lamblia: qHTS; activity change, % at 7.66 µM, hits read low; 340,000 compounds, 0.15% hits; Giardia lamblia trophozoite viability; in the data active = activity change below about -80%; inconclusive = between about -30% and that limit;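 also: parasites exposed to compound for two days anaerobically before the ATP read; % is scaled to controls: 0 for no effect and ±100 for the full control effect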
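Media and compound were dispensed first, then trophozoites at 100 cells/well; plates sat 48 hrs at 37 deg C without oxygen before ATP luminescence reagent was added and read after 15-30 min at room temperature.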
TCR act: Activators of T cell receptors: qHTS campaign; 330,000 tested, under 10 active; AID 504894, 2011; primary human leukocytes, anti-CD3, IL-2 HTRF, 48 h; Potency, µM (titrated, usually from 9.22 µM), for the others: at the top dose activation of IL-2 secretion, usual class: activators; also: % of control where 0% means no effect
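Compounds are tested in HTS on primary human leukocytes co-incubated with a-CD3 beads for 48 hr. IL-2 output is measured by time-resolved FRET.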
GALK inh: qHTS Assay for Inhibitors of Human Galactokinase (GALK); P51570; Purified GALK, Kinase-Glo residual ATP luminescence; Potency, µM (highest dose often 57.5 µM), for inactives: top-dose activity change, negative = inhibition, most hits filed as inhibitors; 270,000 compounds, 0.007% hits; also: potency is read from the fitted curve at half-maximal effect; % is scaled to controls: 0 for no effect and ±100 for the full control effect
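The enzyme phosphorylates galactose (100 uM) using ATP (35 uM); inhibition is detected as higher residual ATP, quantified by bioluminescence after 1 h reaction at room temperature, pH 8.0.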
Chronic BCR inh: qHTS Assay to Find Inhibitors of Chronic Active B-Cell Receptor Signaling | Potency, µM (highest dose often 46.1 µM), without a hit: at the top dose ratio change, negative = lower green/red ratio, most hits filed as inhibitors | AID 493014, 2011 | ABC-DLBCL IkBa-CBG/CBR reporter, luminescence ratio, 4 h | 340,000 compounds, 0.05% hits; active = well fitted inhibition curve with a large enough effect in the signal ratio, with a control signal flat, not every such curve was filed as active; inconclusive = small, poorly fitted or top-dose-only effect, or effect the other way, or a change in a side signal; the % refers to the signal ratio;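 also: potency is read from the fitted curve at half-maximal effect; plate controls were basal doxycycline-induced cells for no effect and cells given 10 µM MG132 for full effect; MG132 reads +100%, hits lower the ratio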
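TMD8 human ABC-DLBCL cells with doxycycline-inducible IκBα–green luciferase fusion and unfused red luciferase, in 0.5% FBS medium; compounds up to 46 uM, 4 h at 37C. Green/red luminescence ratio, filter-overlap corrected, fitted to concentration-response curves.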
A-T KAP1 phos: qHTS Assay for Identifying a Potential Treatment of Ataxia-Telangiectasia; […] A-T fibroblasts, KAP-1 phosphorylation AlphaLISA; neocarzinostatin DNA damage 30 min before lysis; Potency, µM (highest dose often 57.5 µM), for the others: at the top dose activation, usual class: activators; 320,000 compounds, 0.19% hits; also: potency is read from the fitted curve at half-maximal effect; % of control where 0% means no effect; nearly all actives have a fitted effect of over 45% in size
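ATM-like activity read as KAP-1 phosphorylation via AlphaLISA donor/acceptor antibody pairs after lysis and 6 hr at 25C. Cells were ATM-null patient fibroblasts ([…], hTERT), dosed 60 min, then exposed to the DSB inducer NCS for 30 min.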
FBPA coupling cs: qHTS Assay for Inhibitors of Fructose-1,6-bisphosphate Aldolase from Giardia Lamblia: Coupling assay counterscreen. coupling enzyme system counterscreen, AmpLite Red fluorescence. activity change, negative = inhibition, % at 58.2 µM, hits read low. 290,000 compounds, 0.67% hits; in the data active = activity change below about -30%; also: % is scaled to controls: 0 for no effect and ±100 for the full control effect
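Coupling enzymes only (glyceraldehyde-3-phosphate) + compound, at 57.5 uM final, 10 min RT; add substrate/coupling/AmpLite Red mix, 20 min RT; fluorescence ex 525/em 598 nm. Actives flag coupling-system interference.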
hERG WT inh: qHTS for Inhibitors of KCHN2 3.1: Wildtype qHTS; U2OS, BacMam KCNH2, thallium flux FluxOr; active compounds read low; 340,000 compounds, 0.37% hits; Voltage-gated inwardly rectifying potassium channel KCNH2 (Homo sapiens), Q12809; activity change, % at 1.84 µM;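 active = maximum activity change below -70%; inconclusive = maximum activity change between -70% and -50%; inactive = maximum activity change above -50%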; also: % is scaled to controls: 0 for no effect and ±100 for the full control effect
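U2OS cells transduced with wild-type KCNH2 virus are loaded with FluxOr dye for 45 min, and thallium flux is measured in kinetic reads before and after stimulation buffer. Rate constants are normalized to DMSO controls.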
Tb PFK inh: qHTS Assay to Find Inhibitors of T. brucei phosphofructokinase; ATP-dependent 6-phosphofructokinase (Trypanosoma brucei brucei), O15648; T. brucei PFK, ADP-Glo luminescence; Potency, µM (top dose mostly 57.5 µM), for the others: top-dose activity, negative = inhibition, most hits filed as inhibitors; 330,000 compounds, 0.17% hits;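 also: potency is read from the fitted curve at half-maximal effect; 0% = uninhibited 1x PFK enzyme wells and -100% = no-enzyme wells; nearly all actives have a fitted effect of over 60% in size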
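1.25 nM PFK with 0.5 mM F6P and 0.1 mM ATP in 0.1 M TEA pH 8.0, 5 mM MgCl2, incubated 45 min at room temperature; ADP measured by ADP-Glo luminescence; compounds titrated up to 57 uM.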
CXXC DNA block: qHTS Fluorescence Polarization Assay for Inhibitors of MLL CXXC domain - DNA interaction; MLL-CXXC / FITC-HOXA9 DNA fluorescence polarization; Potency, µM (top dose mostly 115 µM), inactives show top-dose activity change, negative = inhibition, hits mostly inhibitors; Histone-lysine N-methyltransferase 2A (Homo sapiens), Q03164; AID 2662, 2010; 290,000 compounds, 0.037% hits; active = well fitted inhibition curve with a large enough effect in the polarisation, with a control signal flat, not every such curve was filed as active; inconclusive = small, poorly fitted or top-dose-only effect, or effect the other way, or a change in a side signal; inactive = no such curve, though single readings can be large or run the other way; the % refers to the polarisation; also: potency is read from the fitted curve at half-maximal effect
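Steps: dispense CXXC domain solution (7 uM) → pin compounds or unlabeled HOX-A9 DNA control → 5 min ambient → add FLSN-HOX-A9 solution (50 nM) → spin → 30 min ambient → fluorescence polarization. Tris pH 7.5/NaCl/DTT/BSA buffer.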
TSHR antagonist: Antagonists of the Thyroid Stimulating Hormone Receptor: HTS campaign | Thyrotropin receptor (Homo sapiens), P16473 | TSHR-expressing cells, TSH-stimulated cAMP HTRF, 2 h; active compounds read low | activity change, negative = inhibition, % at 11.5 µM | 330,000 compounds, 0.2% hits | AID 504810, 2011;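 active = activity change below a set negative limit, meaning inhibition stronger than a set level, cut at about -70% in these data; inconclusive = activity change between two set negative limits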; also: % is scaled to controls: 0 for no effect and ±100 for the full control effect
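Antagonism was scored as loss of TSH-driven cAMP in TSHR cells, stimulated with 4nM TSH (EC80) for 2 hours at 37 deg C and detected by homogeneous HTRF competition immunoassay.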
Numbers without * were called inactive; ? = inconclusive; . = no result given; [ ] = remark or other dose. Unless noted, calls follow the shape of the dose curve; as a rule, active = well fitted curve in the direction sought with a large enough effect; inconclusive = small, poorly fitted or top-dose-only effect, or another doubt; inactive = no such curve, though single readings can be large; an effect the other way counts as inactive or inconclusive.

mol,Giardia killer,TCR act,GALK inh,Chronic BCR inh,A-T KAP1 phos,FBPA coupling cs,hERG WT inh,Tb PFK inh,CXXC DNA block,TSHR antagonist
COc1ccc(CC(=O)O/N=C(\N)Cc2ccc(OC)c(OC)c2)cc1,-10.4,-3.7%,5.0%,2.1%,-9.5%,2.1,-9.4,-4.1%,1.2%,9.0
CCN(C(=O)CSc1nc2cc(Cl)ccc2c(=O)n1Cc1ccco1)C1CCS(=O)(=O)C1 (stereo not given),37.1[activator],-6.2%,-1.0%,-1.1%,-0.5%,0.6,-3.9,-4.5%,-4.6%,-0.9
O=C1CSC(c2ccccn2)N1c1ccc(Cl)c(Cl)c1 (stereo not given),1.5,-0.6%,-1.8%,3.8%,19.6%,.,-5.1,1.2%,1.3%,12.0
COc1ccc(/C=C2\CCCC3C2=NN(C(=O)c2ccco2)C3c2ccc(OC)c(OC)c2)cc1OC (stereo not given),-8.7,-2.8%,-2.6%,9.3%,14.3%,.,-14.8,-1.2%,15.7%,-2.8
CSc1ncccc1-c1nc2ccccc2[nH]1,-3.6,-7.6%,1.4%,?,1.0%,0.2,-5.0,-5.5%,-0.9%,4.1
COc1ccc(-n2c(Cc3cccn3C)nnc2SCC(=O)Nc2cccc(F)c2)cc1,-9.3,-0.2%[46.1 µM],-1.4%,6.9%,2.7%,-2.1,-4.4,-5.3%,-6.9%,28.9
O=C(Nc1ncc([N+](=O)[O-])s1)C1CCN(S(=O)(=O)c2cnc[nH]2)CC1,-16.4,1.3%,-3.1%,15.1%,0.6%,7.5,3.0,-0.4%,-1.6%,-2.5
COc1ccc(NC(=O)CSc2nnnn2C2CCCC2)c(OC)c1,43.2[activator],-54.0%,14.9%,0.3%,-11.1%,-1.5,15.0,-5.5%,5.2%,12.6
CCOC(=O)N1CCC(NC(=O)c2cc(C(=O)Nc3ccc(S(=O)(=O)N4CCCCC4)cc3)ccc2CO)CC1,18.7,1.1%,0.4%,-0.3%,6.5%,-0.7,7.1,1.8%,4.2%,1.5
COc1ccc(/C=C(/C#N)C(=O)Nc2ccc(C)cc2C)cc1C(=O)O,-2.5,-3.2%,-3.2%,-2.1%,-6.1%,7.9,1.7,-5.3%,?,-0.5
CC(C)NS(=O)(=O)c1ccc(CCC(=O)N2CCc3ccccc3C2)cc1,2.2,-0.1%,-0.5%,-1.1%,-1.0%,1.8,8.2,1.6%,-3.7%,-3.4
COc1ccc(C(=O)COC(=O)CN2C(=O)c3ccccc3C2=O)c(OC)c1,-2.7,-0.7%,6.8%,-2.6%,4.7%,.,4.6,0.2%,13.9%,7.5
O=C(CC1CCS(=O)(=O)C1)Nc1ccc[nH]c1=O (stereo not given),5.3,8.3%,0.7%,5.7%,7.0%,-52.2*,0.2,0.0%,-4.9%,3.0
COc1ccc2cc(C3NC(=O)c4ccccc4N3)c(Cl)nc2c1 (stereo not given),23.0,0.5%,-0.9%,7.3%,3.7%,0.1,-13.1,0.4%,11.0%,7.1
Cc1ccc(S(=O)(=O)NCC(=O)NCC(=O)N(C)Cc2ccc3ccccc3c2)cc1C,2.8,-4.8%,-2.9%,-12.9%,2.8%,0.8,-4.2,1.0%,3.8%,-10.0
Cn1c(SCCCC(=O)c2ccc(F)cc2)nnc1-c1ccncc1,-5.8,5.5%,-0.4%,5.7%,-1.5%,-0.4,-6.6,-13.0%,-6.0%,10.9
CCOC(=O)c1ccc(NC(=O)COc2ccccc2CNC2CCCC2)cc1,-16.4,0.1%,-1.8%,?,-0.7%,5.6,29.5,4.8%,15.1%,3.5
COCCOC(=O)c1c(C)oc2ccc(OC(=O)c3cccs3)cc12,-7.2,-3.1%,-0.6%,1.5%,1.3%,1.6,-36.6,2.5%,82.4%[activator],-4.7
C#CCOCCOCCOCCNc1nc(N2CCN(C(=O)[C@H]([C@@H](C)CC)n3cc([C@@H](N)CO)nn3)CC2)nc(N2CCN(C(=O)[C@H](CCCCN)n3cc([C@@H](N)C(C)CC)nn3)CC2)n1 (stereo not given in full),16.6,-9.7%,0.4%,13.0%,-23.0%,2.6,-4.9,-0.8%,15.8%,15.9
CCCc1cc(=O)n2[nH]c(NC(=O)c3ccco3)nc2n1,-1.0,-1.1%,-1.1%,?,-1.3%,-0.7,1.0,-2.3%,-2.6%,-2.6
O=C(Nc1ccc2ccccc2c1)c1ccc(Br)o1,4.3,4.1%,-3.8%,?,27.6%,.,-4.9,3.6%,7.5%,-3.3
CCc1cc(C(c2cccc(OC)c2)N2CCOCC2)c(NC(=O)c2ccccc2)s1 (stereo not given),-13.3,-0.7%,-2.8%,-13.4%,5.9%,-0.7,-14.2,-0.5%,3.0%,30.3
CN(C)CCNC(=O)/C(=C/c1ccc(-c2cccc([N+](=O)[O-])c2)o1)NC(=O)c1ccccc1,7.3,3.0%[46.1 µM],0.9%,?,-5.6%,-8.0,-12.7,0.9%,6.3%,10.4
O=C(O)[C@@H](c1ccccc1)N1Cc2ccccc2C1=O,-9.1,-2.2%,1.2%,-1.3%,1.5%,-0.2,4.9,?,-7.0%,18.5
NC(Cc1ccc(O)c([N+](=O)[O-])c1)C(=O)O (stereo not given),-6.4,-4.1%[46.1 µM],0.2%,9.0%,-14.9%,1.6,-3.6,-0.2%,1.3%,15.0
C#CCn1cc(C=C2C(=O)c3ccccc3C2=O)c2ccccc21,-3.1,0.8%[46.1 µM],0.5%,5.5%,-1.7%,-1.0,-1.2,0.1%,?,4.6
CC(C)N(C(=O)[C@H]1CC(CC(=O)NCCC2=CCCCC2)C(=O)N2CCc3c([nH]c4ccccc34)[C@]12C)C(C)C (stereo not given in full),2.8,-3.8%,.,5.0%,-2.7%,.,-2.9,-8.9%,.,2.9
CNS(=O)(=O)c1cccc2cccnc12,-4.8,1.6%,-1.5%,1.0%,0.7%,-19.7,-32.8,1.5%,1.6%,2.7
CCOC(=O)C1CCCN(C(=O)c2cc3cc(Br)ccc3oc2=O)C1 (stereo not given),13.6,0.3%,1.3%,1.0%,3.4%,-0.2,-28.0,5.8%,3.5%,7.0
COc1ccc(C2=C3C(=O)OCC3Cc3ncn(Cc4ccccc4)c32)cc1 (stereo not given),7.2,-6.9%,.,?,7.9%,.,-12.6,0.1%,.,-5.6
O=S(=O)(c1ccc(-c2cnc(C3CC3)o2)cc1)N1CCN(c2ccccc2)CC1,9.1,-4.4%,1.0%,-2.4%,0.0%,.,-8.8,-2.8%,-2.4%,9.9
CC(C)CC(=O)NC(=S)Nc1ccccc1C(=O)Nc1ccccc1,-9.5,-4.6%,-0.6%,5.1%,-3.0%,2.5,4.0,1.0%,0.0%,4.5
O=C(OCCNc1ccc(C(F)(F)F)cc1[N+](=O)[O-])c1cc2ccccc2oc1=O,14.1,0.3%,-1.5%,8.6%,-6.7%,-1.7,3.9,-0.6%,101.0%[activator],-1.2
Cc1ccc(F)cc1CNC(=O)C1CCC(=O)N(CCc2ccccc2)C1 (stereo not given),-15.9,-2.9%,-3.6%,2.4%,3.9%,2.0,-0.1,-1.7%,4.3%,5.5
C=CCSc1nnc(NC(=O)CN2C(=O)NC3(CCCC3)C2=O)s1,10.0,2.6%,5.9%,1.0%,10.4%,.,3.7,-2.6%,-8.9%,21.0
Cc1cccc(C)c1Nc1nnc(SCC(=O)NCc2ccco2)s1,5.3,-28.2%,5.5%,0.5%,-3.5%,-0.8,-0.4,-5.2%,-4.3%,.

Pulled by compound from the entries so far (two):
mol,Giardia killer,TCR act,GALK inh,Chronic BCR inh,A-T KAP1 phos,FBPA coupling cs,hERG WT inh,Tb PFK inh,CXXC DNA block,TSHR antagonist
Cc1cccc(C)c1Nc1nnc(SCC(=O)NCc2ccco2)s1,5.3,-28.2%,5.5%,0.5%,-3.5%,-0.8,-0.4,-5.2%,-4.3%,.
C=CCSc1nnc(NC(=O)CN2C(=O)NC3(CCCC3)C2=O)s1,10.0,2.6%,5.9%,1.0%,10.4%,.,3.7,-2.6%,-8.9%,21.0
